# GSK3beta inhib = human GSK3beta kinase inhibition; activity score (negative = inhibition), % at 10 µM; 300,000 tested, 0.038% active; P49841; GST-GSK3beta kinase, ADP-Glo luminescence, 60 min; stronger effect = lower value;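 active means more than half of replicate wells score below -50%, meaning over 50% inhibition versus plate controls; inconclusive means some replicates but at most half score below -50%; inactive means no replicate scores below -50%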;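 further: 0% = median DMSO wells and -100% = median GW8510 positive control wells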
# Target sequence (P49841 whole entry, looked up): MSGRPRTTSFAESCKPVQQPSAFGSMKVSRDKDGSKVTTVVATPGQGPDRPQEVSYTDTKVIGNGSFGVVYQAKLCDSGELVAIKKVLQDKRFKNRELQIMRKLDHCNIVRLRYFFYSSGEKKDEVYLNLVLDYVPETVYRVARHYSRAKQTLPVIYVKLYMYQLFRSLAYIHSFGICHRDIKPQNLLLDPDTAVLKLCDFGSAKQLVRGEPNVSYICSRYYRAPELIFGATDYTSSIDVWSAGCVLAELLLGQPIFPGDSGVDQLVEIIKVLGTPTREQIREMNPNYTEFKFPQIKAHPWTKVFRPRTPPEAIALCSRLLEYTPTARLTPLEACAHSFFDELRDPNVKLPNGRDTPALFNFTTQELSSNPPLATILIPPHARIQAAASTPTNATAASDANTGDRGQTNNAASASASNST
#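 test system = GST-tagged human GSK3beta kinase, cell-free | reagent = 25 µM ATP with peptide substrate | dosing = one dose of 10 µM per compound | schedule = 60 min reaction, RT | detection = luminescent ADP-Glo measurement of ADP formed | control set = DMSO neutral wells and GW8510 at 20 µM as positive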
# KCNQ1 inh = blocks the human KCNQ1 potassium channel. 310,000 tested, 1.3% active. AID 2642. CHO-K1 KCNQ1, FluxOR thallium flux fluorescence; stronger effect = higher value. B-score at 10 µM. P51787;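 active means compounds whose thallium flux B-score, printed positive for inhibition, exceeds three library SD while starting fluorescence stays within three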;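 further: channel opened by potassium depolarization with thallium stimulus after 20 min compound exposure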
# RGS4 pot = RGS4 potentiation or activation | 310,000 tested, 0.92% active | B-score at 10 µM | AID 463111 | HEK293 M3R/inducible RGS4, carbachol calcium flux Fluo4; stronger effect = lower value;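 active means B-score of the integrated calcium signal more than 4 SD below the library mean, with starting fluorescence not abnormally high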;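 further: negative B-score means reduced calcium response which marks RGS4 activation or potentiation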
#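 Test system: HEK293 cells with stable M3R and inducible RGS4; also added: carbachol at ECmax as muscarinic agonist stimulus; schedule: dye loading 30 min 37 °C, buffer rest 30 min RT; technique: kinetic calcium fluorescence imaging with Fluo4-AM dye, 2 µM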
# PolyA inhibitor = blocks polyadenylation in yeast reporter cells; S. cerevisiae SKY197-pL101 polyadenylation reporter, beta-gal luminescence; efflux-impaired pdr1/pdr3 knockout yeast; score 100 = 6 SD above DMSO; calls only at 12 µM; 300,000 tested, 0.02% active;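 active means lowest replicate activity score at least 50, where 100 means six control SD above control mean; inconclusive means lowest score under 50 but half or more replicates reach 50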;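 further: yeast exposed to compound for 9 h at 30 °C; higher score means more reporter readthrough which indicates perturbed polyadenylation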
# KCNQ1 act = potentiators or activators of human KCNQ1 potassium channel; P51787; CHO-K1 KCNQ1, thallium flux FluxOR fluorescence; stronger effect = higher value; B-score at 10 µM; 310,000 tested, 0.35% active; AID 2648;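 active means fluorescence ratio B-score, a plate-corrected score, at least three library SD, with initial intensity B-score within 5 SD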
#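 System: CHO-K1 cells stably expressing KCNQ1 / Medium: assay buffer for compound exposure, DMSO matched across wells / Reagent: thallium- and potassium-containing depolarizing buffer / Compound: one concentration, matched DMSO / Incubation: 20 min compound pretreatment at room temperature / Measured by: kinetic FluxOR fluorescence, 10 s baseline plus 110 s post-stimulus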
# Dyrk1A ADPGlo = inhibitors of rat Dyrk1A kinase | Q63470 | ADP-Glo luminescence, NFATc1 peptide | inhibition, % at 12.5 µM | 310,000 tested, 0.43% active; in the data active means inhibition above about 50%;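 further: plate controls were vehicle with enzyme for no effect and no enzyme for full effect; many of its hits are not listed in these tables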
# HDAC3 inhib = blocks human histone deacetylase 3; 320,000 tested, 0.15% active; inhibition, % at 8.3 µM; O15379; recombinant HDAC3, fluorogenic peptide/trypsin coupled, fluorescence; AID 2718; in the data active means inhibition above about 26%, passing the limit was not always enough; inconclusive means no clear call, values can overlap the other calls
# KCNK3 inh = human KCNK3 channel inhibition, primary screen; O14649; CHO-KCNK3 thallium flux, FluxOR fluorescence; stronger effect = lower value; B-score at 10 µM; 340,000 tested, 0.84% active; AID 602410;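 active means B-score under library mean minus 4 SD, starting fluorescence ratio at most library mean plus 5 SD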;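 further: more negative B-score means stronger inhibition of thallium flux through KCNK3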
# GSK3A inh = blocks human GSK-3 alpha kinase. P49840. ADP-Glo luminescence, 60 min. inhibition, % at 10 µM. AID 2650. 320,000 tested, 0.1% active;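 in the data active means inhibition above about 50%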;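 further: GST-tagged GSK-3 alpha with peptide substrate and 25 µM ATP; 0% = DMSO neutral wells and 100% = GW8510 positive control wells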
# Target sequence (P49840 whole entry, looked up): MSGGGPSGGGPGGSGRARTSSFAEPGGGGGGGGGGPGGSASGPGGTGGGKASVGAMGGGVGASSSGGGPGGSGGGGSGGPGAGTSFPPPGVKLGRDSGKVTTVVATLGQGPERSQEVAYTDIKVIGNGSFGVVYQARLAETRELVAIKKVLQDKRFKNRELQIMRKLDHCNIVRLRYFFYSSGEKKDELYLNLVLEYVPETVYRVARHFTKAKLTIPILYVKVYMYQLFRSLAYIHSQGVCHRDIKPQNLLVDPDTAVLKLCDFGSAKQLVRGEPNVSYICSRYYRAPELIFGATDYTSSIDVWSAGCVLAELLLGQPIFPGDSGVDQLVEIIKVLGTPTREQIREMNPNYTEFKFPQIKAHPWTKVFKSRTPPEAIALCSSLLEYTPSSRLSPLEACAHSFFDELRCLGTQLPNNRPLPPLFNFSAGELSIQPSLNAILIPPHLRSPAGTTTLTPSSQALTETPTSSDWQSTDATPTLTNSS
# KCNK9 inh = blocks the human KCNK9 two-pore domain potassium channel; Q9NPC2; HEK293 KCNK9, FluxOR thallium flux fluorescence; stronger effect = lower value; B-score at 10 µM; 310,000 tested, 1.2% active;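 active means ratio B-score over 3 SD below the library mean, with starting fluorescence within 5 SD of its mean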;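 further: negative B-score means less thallium flux so channel inhibition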
# hERG rescue = hERG (human) protection from proarrhythmic block; 310,000 tested, 0.51% active; Q12809; AID 1511; activation (rescue from dofetilide block), less the hit threshold, % at 10 µM; CHO-hERG, FluxOR thallium flux, dofetilide IC70 present;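 active means activation above the mean of controls blocked by dofetilide plus 5 SD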;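 further: thallium influx through hERG after potassium depolarization seen as dye fluorescence rise; in these data hits start at about 4.7%; inactives centre near -7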
# * = called active by the depositor; i = inactive; ? = inconclusive; . = not tested or not shown. A portion of the library; rates above refer to the full screens.
SMILES	GSK3beta inhib	KCNQ1 inh	RGS4 pot	PolyA inhibitor	KCNQ1 act	Dyrk1A ADPGlo	HDAC3 inhib	KCNK3 inh	GSK3A inh	KCNK9 inh	hERG rescue
CN1C(=O)/C(=C\c2ccccc2F)Sc2ccc(C(=O)NC3CCN(Cc4ccccc4)CC3)cc21	2.6	i	i	i	i	-4.8	10.0	i	-0.7	i	-29.8
CCOC(=O)C1=C(c2cccc(F)c2)NC(=S)NC1C (centres undefined)	2.8	i	i	i	i	1.1	6.2	i	2.8	i	0.3
Cc1ccc(-c2nnn(CC(=O)N(c3ccccc3)C(C(=O)NC(C)(C)C)c3cccs3)n2)o1 (centres undefined)	1.4	i	i	i	i	-1.0	7.6	i	-0.3	i	-1.7
Cc1ccc(CN2CCN(Cc3ccccc3-c3ccco3)CC2CCO)o1 (centres undefined)	0.9	i	i	i	i	-2.0	4.1	i	-2.5	i	-13.6
Cc1ccc(C)c(N=C2CCCN2Cc2ccccc2)c1C#N	5.6	i	i	i	i	-5.0	-0.4	i	-2.4	-8.9*	-12.9
CCOC(=O)c1ccc(Nc2ccc(-c3ccc(OC)c(OC)c3)nn2)cc1	.	i	i	i	i	-0.2	-2.6	i	-1.9	i	-9.9
COc1cccc(-c2nnc(-c3ccc(C(F)(F)F)cc3)o2)c1	-9.7	i	i	i	i	2.2	6.7	i	2.7	i	-11.3
O=C1NC(=O)/C(=C\c2cn(Cc3ccccc3F)c3ccccc23)N1	-2.4	i	i	i	i	-0.5	8.0	i	.	i	-18.6
Cc1nc(Sc2ccccc2)c(C#N)cc1-c1ccccc1	0.8	6*	-10.2*	i	i	-4.7	-0.2	i	-4.5	i	-17.0
C=C1CCN([C@@H](Cc2ccccc2)C(=O)NCc2ccc(Cl)cc2)S(=O)(=O)c2ccccc21	-0.1	i	i	i	i	0.3	-9.5	i	-1.0	i	-7.9
CC(C)Oc1ccc(C(=O)Nc2ccc(N3CCCC3)cc2)cc1	4.0	i	i	i	i	8.6	0.3	i	-0.6	i	-4.1
C[C@H](NC(=O)c1cc2cc(Cl)ccc2n1C)C(=O)N[C@@H](Cc1ccccc1)C(=O)O	2.6	i	i	i	i	4.1	-8.8	i	-5.3	i	-1.0
O=C(c1n[nH]c2ccccc12)N1CCN(c2ccc(F)cc2)CC1	5.2	i	i	i	i	.	2.6	i	-1.1	i	1.7
CCCCCCC1CC(=O)NC(=O)N1 (centres undefined)	0.9	i	i	i	i	14.8	-8.5	i	-4.2	i	-6.7
COc1ccccc1NS(=O)(=O)c1ccc(/C=C/C(=O)O)cc1	-0.5	i	i	i	i	-2.2	-0.2	i	-4.0	i	-0.6
CN(CCOc1ccccc1)C(=O)c1ccc(N2CCCC2)c([N+](=O)[O-])c1	-0.2	i	i	i	i	3.3	0.3	i	-0.5	i	-3.8
C/C(=N\NC(=S)NCCc1ccccc1)c1ccc(C#N)cc1	-0.3	i	i	i	i	1.2	4.4	i	0.9	i	-7.3
O=C(c1nsc(Cl)c1Cl)N1CCCCC1	-0.4	i	i	.	i	-2.6	-10.0	i	-3.3	i	-8.9
CC(=O)Nc1ccc(S(=O)(=O)N2CCN(S(=O)(=O)c3ccccc3)CC2)cc1	1.5	i	i	i	i	-5.0	-8.5	i	1.3	i	-5.6
O=C(COc1ccc(S(=O)(=O)NCCc2ccccc2)cc1)N1CCCC1	0.5	i	i	i	i	-8.7	-4.9	i	1.8	i	-6.0
Cc1cccc(C)c1Nc1nc2ccccc2o1	-1.8	i	i	i	i	0.3	.	i	-1.5	i	-8.1
CC(Oc1ccc(NC(=O)c2ccco2)cc1)C(=O)N1c2ccccc2CC1C (centres undefined)	0.2	i	i	i	i	2.4	-7.6	i	-2.2	i	-5.9
Cc1cc(C(=O)N2CCCC(C(=O)c3cccc(C(F)(F)F)c3)C2)n[nH]1 (centres undefined)	0.3	i	i	i	i	1.2	0.0	i	-1.4	i	-6.1
Cc1ccc(CC(=O)Nc2ccc(C(=O)N3CCOCC3)cc2)cc1	2.7	i	i	i	i	-2.6	7.6	i	-3.9	i	-8.7
Cc1onc(C(=O)N2CCN(c3ccccc3)CC2)c1[N+](=O)[O-]	-1.2	i	i	i	i	4.4	.	i	.	i	-7.4
Cc1ccc2c(c1)N(CC(=O)N1CCCCC1)C(=O)CO2	3.1	i	i	i	i	-0.2	3.5	i	7.8	i	-6.1
O=C(c1ccc2c(c1)OCO2)N1CCN(S(=O)(=O)c2ccc(Cl)cc2)CC1	-0.1	i	i	i	i	1.6	-0.7	i	-0.5	i	-5.7
CC(=O)c1c(C)oc2ccc(N(C(C)=O)S(=O)(=O)c3ccc(F)cc3C)cc12	-0.6	i	i	i	i	-2.3	-7.5	i	-1.0	i	-5.3
COc1ccc(CC(=O)NNS(=O)(=O)c2ccc([N+](=O)[O-])cc2)cc1OC	3.8	i	i	i	i	1.3	-1.0	i	-1.2	i	-8.7
COc1ccccc1CC(=O)Nc1ccc(C(=O)N2CCCCC2)cc1	1.4	i	i	i	i	-1.7	-8.3	i	-0.1	i	-4.9
CCOc1ccc(N(CC(=O)NCCc2ccc(F)cc2)S(=O)(=O)c2ccccc2)cc1	-1.1	i	i	i	i	13.5	-4.9	i	1.5	i	-8.5
CC(C)(C)OC(=O)COc1cc(O)c2c(=O)cc(-c3ccccc3)oc2c1	1.8	10*	i	i	i	-5.0	2.0	i	-1.7	-11.5*	-9.5
S=C1NC2(CCCCC2)N=C1c1ccccc1	-1.1	i	i	i	i	-0.3	6.9	i	-0.5	i	-8.0
O=C(CSc1nc2c(c(=O)n1-c1ccc(F)cc1)SCC2)N1CCCC1	0.9	i	i	i	i	-5.1	3.7	i	5.8	i	-5.2
NC(=O)NNc1ncc(C(F)(F)F)cc1Cl	1.1	i	i	i	i	-0.5	-3.1	i	.	i	-6.0
O=S1(=O)c2ccccc2N=NN1Cc1cc(Cl)cc(Cl)c1	0.8	i	i	i	i	.	0.3	.	-1.8	i	-10.8
Cn1c(=O)cc(SCC(=O)NCc2cccnc2)c2ccccc21	-2.5	i	i	i	i	0.3	-1.0	i	1.8	i	-6.9
CC(C(=O)NCc1ccco1)c1ccc([N+](=O)[O-])cc1 (centres undefined)	2.1	i	i	i	i	0.0	-4.1	i	4.3	i	-9.9
O=S(=O)(/C=C/c1ccccc1)N1CCc2ccccc2C1	-0.6	i	i	i	i	-4.2	6.0	i	-1.9	i	-9.2
CC1Cc2ccccc2N1C(=O)CSc1nnnn1C (centres undefined)	0.0	i	i	i	i	4.7	-5.5	i	-3.1	i	-5.3
O=C(Nc1c2ccccc2nc2ccccc12)C(Cl)(Cl)Cl	-1.4	i	i	i	i	18.1	-118.2	i	9.5	i	-7.9
CCN(CC)CCNC(=O)c1cn(CC)c2ccc(S(=O)(=O)N(C)C)cc2c1=O	1.3	i	i	i	i	2.7	3.9	i	-0.7	i	-9.7
CCCC(CCC)=NNC(=O)CN(Cc1ccccc1)S(=O)(=O)c1ccccc1	2.8	i	i	i	i	1.5	-1.7	i	4.2	i	-6.5
CCOC(=O)C1CCN(C(=O)/C=C/c2ccc3c(c2)OCO3)CC1	5.2	i	i	i	i	32.3	-6.4	i	-0.1	i	-8.1
CCc1[nH]nc(C(=O)N2CCCC(Nc3cccc(F)c3)C2)c1C (centres undefined)	-22.4	i	i	i	i	4.3	3.9	i	0.3	i	-4.5
C=CCN(CC=C)CCOc1ccccc1[N+](=O)[O-]	-1.7	i	i	i	i	-2.2	1.4	i	-1.1	i	-5.3
COc1cccc(CNC(=O)c2cc3ccccn3n2)c1	2.1	i	i	i	i	23.1	?	i	-1.8	i	-6.2
O=C(CCCN1C(=O)/C(=C\c2cccs2)SC1=S)Nc1cccc(C(=O)O)c1	2.2	i	i	i	i	1.9	2.8	i	-2.4	i	-9.5
Cc1ccc(S(=O)(=O)N2CCCC2c2nc3ccccc3s2)cc1 (centres undefined)	-1.1	i	i	i	i	-4.8	6.5	i	-2.1	i	-7.2
Cc1cc2c(ncn2C(C)C)c(N)c1C	-0.9	i	i	i	i	-4.1	2.8	i	2.1	i	-9.8
Cc1cc(N2CCOCC2)nc(N2CCOCC2)n1	-0.1	i	i	i	i	-1.5	0.3	i	-4.0	i	-3.8
Cc1noc(C)c1C(=O)OCC(=O)NCCc1ccc(Cl)cc1	1.5	i	i	i	i	3.0	-6.4	i	-2.4	i	-13.2
COCCN(C(=O)COC(=O)/C=C/c1ccc2ccccc2n1)c1c(N)n(Cc2ccccc2)c(=O)[nH]c1=O	6.0	i	i	i	i	-4.0	-6.4	-12.1*	4.5	i	-10.3
CC(=O)NS(=O)(=O)c1ccc(N=NN2CCCCC2)cc1	4.3	i	i	i	i	0.6	5.4	i	4.7	i	-4.9
O=C(O)CCC(=O)N1CCc2cc(S(=O)(=O)NCCc3ccc(Cl)cc3)ccc21	6.2	i	i	i	i	.	?	i	-0.2	i	-4.0
COc1ccc(C(=O)CN2C(=O)NC3(CCCc4ccccc43)C2=O)cc1OC (centres undefined)	1.9	i	i	i	i	2.3	3.0	i	-2.1	i	-8.7
O=C(NCc1ccco1)c1ccc(Oc2ccccc2)cc1	-9.9	i	i	i	i	0.7	6.0	i	-1.0	i	-12.9
COc1ccc(/C=C/C(=O)NCc2nc3ccccc3[nH]2)cc1OC	-1.7	i	i	i	i	2.8	-7.5	i	0.2	i	-8.8
Cc1ccccc1NS(=O)(=O)c1cc(C(=O)N2CCCC2)ccc1C	4.1	i	i	i	i	14.3	0.1	i	-2.7	i	-8.4
